Platelet DG rel: modulates dense granule release in human platelets | human platelet-rich plasma, SFLLRN dense granule ATP release, luminescence | inhibition, %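 (compounds screened at 7.5 µM in platelet-rich plasma)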 | hit rate 0.22% among 300,000;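 active = mean replicate score, as percent of positive control, at or above 50; inconclusive = mean below 50 but at least one replicate at or above 50; inactive = mean and every replicate below 50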
KLF5 inh: suppresses KLF5 promoter-driven expression; AID 1700; inhibition, % at 5 µM; hit rate 0.23% among 290,000; DLD-1 KLF5 promoter-luciferase reporter, luminescence;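 active = inhibition above a per-plate limit of that plate's mean compound inhibition plus 3 SD, cut at about 60% in these data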;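 also: 0% = DMSO wells and 100% = LY294002 at 200 µM; higher means less KLF5 promoter-driven luciferase light; inactives centre near -14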
AI-2 QS mod: Vibrio harveyi AI-2 quorum sensing modulation; AID 2094; hit rate 0.4% among 300,000; activity change, % at 7.5 µM; Vibrio harveyi JMH597 AI-2 luminescence/OD600 ratio, 9 h; hits give low values; strain lacks LuxN and CqsS sensors; 0 = neutral-control median; in the data active = activity change below about -75%, passing the limit was not always enough; inconclusive = no clear call, values can overlap the other calls;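 also: luminescence divided by OD600 gain over 9 h not by final OD600 alone; inactives centre near 13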
aSyn UTR inh: MLPCN primary screen, SNCA 5' untranslated region. alpha-synuclein 5'UTR reporter, inhibitor activity. inhibition, % (tested at 7.5 µM). hit rate 0.82% among 300,000; in the data active = inhibition above about 60%; inconclusive = no clear call, values can overlap the other calls;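 also: H4 neuroglioblastoma cells stably carrying SNCA 5'UTR luciferase fusion; 0% = DMSO wells and 100% = positive control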
HIF act: HIF pathway transcriptional activation | U2OS HRE-luciferase reporter, luminescence; normalized: DMSO 0%, desferrioxamine 100% | activation, % at 7.5 µM (by protocol) | hit rate 0.32% among 300,000;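 active = mean activation of at least 10% of the iron chelator positive control signal, with at least half of replicates also reaching 10%; inconclusive = mean and replicate majority disagree about reaching 10%; inactive = mean and most replicates under 10%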
IEC-6 cytotox: counter-screen for KLF5 inhibitors: cytotoxicity in IEC-6 cells | inhibition, % at 5 µM | IEC-6 cytotoxicity, luminescence viability | hit rate 0.78% among 290,000; in the data active = inhibition above about 22%;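 also: 0% = plate median of test compound wells and 100% = cytotoxic reference compound wells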
HSF1 inhib: HSF1 inhibition | hit rate 0.77% among 300,000 | AID 2098 | NIH3T3-HGL HSE-luciferase, MG132-induced, luminescence 8 h; hits give low values | activity change, negative = inhibition, % at 7.5 µM (by protocol);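 active = more than half of replicate wells show activity change below -50%, luminescence cut by over half; inconclusive = some wells, but at most half, below -50%; inactive = no replicate well below -50%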;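 also: luciferase reports HSF-1 transcriptional activity via heat shock element; 0% = median of DMSO wells and -100% = zero luminescence signal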
HSF-1 act: increases HSF-1 driven luciferase reporter signal | AID 504408 | NIH3T3-HGL HSF-1 luciferase reporter, MG132, 8 h; 100% = twice DMSO control signal | activation, % at 9 µM | hit rate 1.7% among 300,000;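 active = mean replicate activation of at least 50% with a set share of replicates each reaching 50%; inconclusive = only one of those two conditions met; inactive = mean below 50% and too few replicates reaching it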;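 also: 0% = median of the neutral control wells and 100% = twice that signal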
HSP90 inh: HSP90 refolding inhibition in rabbit reticulocyte lysate; inhibition, % at 5.6 µM; luciferase refolding luminescence, 3 h; hit rate 0.91% among 290,000;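 active = inhibition above the screen-wide mean plus 3 SD, computed separately per campaign, cut at about 16% in these data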;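 also: 0% = DMSO wells and 100% = 60 µM geldanamycin wells; inhibitors lower the luminescence because luciferase stays unfolded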
SKKanGAS inh: blocks kanamycin growth of S. pyogenes SKKanGAS strain | BacTiter-Glo, 6 h | inhibition, % at 7.5 µM | hit rate 1.3% among 300,000;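 active = mean replicate score, as percent of positive control median, at least 50; inconclusive = mean below 50 but one replicate at or above 50; inactive = mean and every replicate below 50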;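 also: strain carries kanamycin resistance gene driven by streptokinase promoter and grows in 40 µg/ml kanamycin; loss of luminescence reflects streptokinase promoter inhibition or plain growth inhibition; 0% = median of DMSO wells and 100% = positive control at its reference dose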
Active calls of the source: *; u = inconclusive; x = no result given.

Screens in order – KLF5 inh, HSF-1 act, IEC-6 cytotox, Platelet DG rel, AI-2 QS mod, SKKanGAS inh, aSyn UTR inh, HSP90 inh, HSF1 inhib, HIF act
COc1ccc(NCc2nnc(SCC#N)n2-c2ccccc2OC)cc1
→ -38, -27, 3, 9, -7, 0, 6, -2, -23, -1.0
CCC/C(O)=C1\C(=O)CCCC1=NC(C)C(=O)O (configuration not stated)
→ -16, 10, 2, 5, 16, -1, 2, 3, 5, 0.6
Cc1ccccc1C(=O)NC1CCN(Cc2nnnn2C2CCCC2)CC1
→ -22, 2, 0, -4, 22, 4, -2, 4, -9, 1.4
CCCc1nc2oc3ccccc3c(=O)c2c(=O)n1CCCOC
→ -11, -5, 2, 3, 4, 5, -3, 3, -1, 0.0
CC1CC(Nc2ccccc2N)=CC(=O)O1 (configuration not stated)
→ -23, 17, -1, 13, 12, 4, 8, -8, 4, 0.7
COC(=O)c1ccc(Cn2c(O)c(N=NC(N)=S)c3ccccc32)o1
→ -29, -7, 1, -1, 6, 11, 17, -2, -2, 0.4
N#CCN1C(=O)NC2(CCCc3sccc32)C1=O (configuration not stated)
→ 13, -1, -7, -4, 27, 0, 12, -6, -1, 0.4
Cc1ccc(C(=O)OCC(=O)NC(=O)Cc2ccccc2)c(O)c1
→ 11, 8, -1, 15, 4, 2, -1, 2, 6, 0.0
CCC/C(=N\NC(=O)C1CCCC1)c1ccccc1
→ 3, -1, 3, 4, 7, -2, -9, 0, 4, 0.2
Cc1ccc(CN2CCN(/N=C/c3ccc(N(C)C)cc3)CC2)cc1
→ -4, -13, -6, 12, 15, -6, -6, -4, -8, -0.6
CN(C)C(=O)CSc1nnc(CCCCCNC(=O)OC(C)(C)C)o1
→ -31, -20, -8, -6, 4, -1, -21, -2, -5, -1.1
COc1ccc(CNC(=O)c2cnc(C)cn2)cc1
→ -22, -3, -6, -8, 12, -9, -4, -3, -9, -0.5
CN1CCN(Cc2nc3ccccc3n2C)CC1CCO (configuration not stated)
→ -43, 1, 0, 11, -3, 3, -2, 0, -1, -1.8
COc1ccc(NC(=O)CCCn2cnc3ccccc3c2=O)cc1
→ -40, -7, -2, -3, 9, 4, -2, -2, 5, 2.3
CCOC(=O)CSc1nnc(-c2cccnc2)n1Cc1ccccc1
→ -39, 0, 3, 16, 23, -2, 0, -3, -2, -0.3
O=c1c2cccnc2[nH]c(=S)n1CCC1=CCCCC1
→ 9, 22, -5, -4, 11, 4, 6, 2, 2, -0.1
Cc1ccc(C(C)C)c(OCC(=O)c2c(O)c3ccccc3oc2=O)c1
→ 2, 11, -6, -7, -1, -1, 8, 2, -2, -0.1
Cc1nc2ccccc2c(=O)n1/N=C/c1cccs1
→ -77, 9, 0, 0, 34, -3, -79, -1, 2, 0.1
COc1ccccc1-c1noc(CCCC(=O)NC2CCCC2)n1
→ 4, -9, -3, -4, 22, 3, -10, 5, 2, 0.0
COc1ccc(CNC(=O)COc2cc(=O)n(C)c3ccccc23)cc1
→ -24, 22, 7, 10, 14, -15, -2, -2, 9, 0.0
Cc1ccc(C(=O)COC(=O)c2ccccc2N2C(=O)C3C4CCC(C4)C3C2=O)cc1C (configuration not stated)
→ -1, -7, 0, -11, 17, -6, -16, -1, -9, 0.0
C=CCn1c(SCC(O)Cn2c3ccccc3c3ccccc32)nnc1-c1ccco1 (configuration not stated)
→ -6, 33, -1, -2, 8, 18, -3, 0, 28, -0.3
Cc1c(C(=O)N2CCC(Cc3ccccc3)CC2)cccc1[N+](=O)[O-]
→ -9, -18, 1, -1, 22, -22, 25, 4, -10, 0.2
COc1cccc(C=Nc2ccc(N3CCOCC3)cc2)c1O
→ -14, -20, -4, -4, 12, 2, 14, 2, -19, -2.2
CNC(=O)N1c2ccccc2C=Cc2ccccc21
→ -34, 0, -1, -1, 12, -2, -9, -4, -5, -1.2
C/C(=C\C(=O)c1ccc(F)cc1)NCc1ccc2c(c1)OCO2
→ 8, 10, 6, -5, 3, -8, -13, 6, 1, -0.4
O=C(c1ccccc1)N1CCN(C(=O)N2CCCCC2)CC1
→ -27, -2, -3, 4, 17, 2, -1, 0, 13, 0.1
CC(C)(C)CNC(CO)C12CC3CC(CC(C3)C1)C2 (configuration not stated)
→ -22, -10, -1, 4, 3, -2, -10, -6, 3, 0.2
Cc1cc(N/N=C/c2cccc([N+](=O)[O-])c2)nc(-n2nc(C)cc2C)n1
→ -4, 3, 2, -9, 31, 19, -21, 0, 0, -0.5
COC(=O)/C(=N/Nc1cccc(C)c1)N1CCCc2ccccc21
→ -15, 11, -7, -1, 17, 2, -15, -4, -12, 1.0
COCCn1ccc2c(OCC(=O)NCc3ccccc3)cccc2c1=O
→ x, 1, x, 4, 22, -9, -17, x, -1, 1.7
CCCCCOc1ccc(C(=O)NCC2(c3ccccc3)CCOCC2)cc1
→ -2, -2, 6, 9, 19, 2, -3, 3, -3, -0.3
CCc1ccccc1NS(=O)(=O)c1ccc2[nH]cc(C(=O)NCc3ccco3)c(=O)c2c1
→ -4, 17, -6, -2, 6, -3, 33, 1, -4, 0.8
CCSC1=C(C#N)C(c2cccc(Br)c2)CC(=O)N1 (configuration not stated)
→ -9, 5, 4, -1, 41, 2, 15, 5, 9, -0.4
CCOc1ccc(S(=O)(=O)NCc2ccncc2)cc1NC(=O)c1ccccc1
→ x, 5, x, 5, 43, 18, -8, x, -1, 0.5
C#CCOCCOCCOCCNc1nc(N2CCN(C(=O)C([C@@H](C)CC)n3cc(C(N)COC(=O)C(F)(F)F)nn3)CC2)nc(N2CCN(C(=O)[C@H](Cc3cc4ccccc4[nH]3)n3cc(C(N)CO)nn3)CC2)n1 (some centres not stated)
→ x, 6, x, 2, 9, -5, 4, x, 4, -1.0
Cc1cc2ccccc2n1CCNC(=O)C1CCCC1
→ 26, -19, 0, 1, -2, -4, 0, 1, -2, 1.1
Oc1oc(-c2ccccc2)nc1C=NCc1ccccc1
→ -117, -16, 1, -9, u, -2, -133, -1, -7, 1.6
CN1C(=O)C2C3c4ccccc4C(c4ccccc43)[C@@H]2C1=O (some centres not stated)
→ -23, 10, 2, -2, 21, 5, 0, -2, -4, 0.1
COc1ccc2occ(C(C)=O)c2c1
→ 13, 1, 7, 0, 11, -10, 1, -1, -2, x
CCOC(=O)N1CCC(NC(=O)C(CC(C)C)NC(=O)C2CCCCC2)CC1 (configuration not stated)
→ -8, -5, -2, 0, 4, -1, 10, 12, -9, 0.2
O=C(O)CCN=C1CCCc2ccccc2N1
→ 3, 4, -3, 5, 23, 10, -3, 6, -8, -0.1
CC(NC(=O)c1ccc(N(C)C)cc1)c1ccc(F)cc1 (configuration not stated)
→ -29, -5, 0, -4, 2, -3, -6, 0, -6, 0.4
O=C(NC1CCCCC1)C(c1c(F)cccc1Cl)N(C(=O)c1csnn1)C1CC1 (configuration not stated)
→ -8, 24, -3, 16, x, -10, -2, -2, 0, -8.0
CC(C)CNC(=O)COC(=O)c1ccc(Cl)c(S(N)(=O)=O)c1
→ -2, 8, -8, -2, -5, 1, 3, 1, 6, 0.2
O=S(=O)(Nc1ccncc1)c1cc(Cl)c(Cl)cc1Cl
→ -38, 21, -7, -3, 24, -1, -6, 0, 4, -0.3
Cc1ccccc1-c1nnc(CN2CCC(C)CC2)o1
→ -61, 11, -3, -2, 18, -6, -77, -3, 5, 1.5
Cc1cc(C(=O)N(C)CC(=O)Nc2ccc(Cl)c(C(F)(F)F)c2)no1
→ x, 1, x, -21, -34, 5, 15, x, 4, -0.2
COc1ccccc1N1CCN(S(=O)(=O)c2cccc3nsnc23)CC1
→ 8, -10, -1, -1, 6, -8, 17, 2, -6, 0.4
COc1ccc(C2(CNC(=O)c3ccccc3)CCCC2)cc1OC
→ -20, 6, -6, 0, 5, 11, 4, -1, -3, 0.4

(listing goes on)
Screens in order – KLF5 inh, HSF-1 act, IEC-6 cytotox, Platelet DG rel, AI-2 QS mod, SKKanGAS inh, aSyn UTR inh, HSP90 inh, HSF1 inhib, HIF act
CN(C)c1ccc(/C=C/c2nc3ccccc3s2)cc1
→ 53, -82, 0, 64*, -5, 47, 81*, 76*, -80*, -1.3
Cc1nc2cc(N=NC3=C(O)CCCC3=O)ccc2s1
→ -1, 30, 0, 5, 22, -5, 3, 1, 11, 1.2
O=[N+]([O-])c1ccc(-c2cn3c(n2)SCC3)cc1
→ x, 29, x, -20, 26, 4, -81, x, 10, 2.9
CCCCCCCCC/C(=N\O)c1ccccn1
→ -7, 36, -4, x, 29, 97*, -75, 1, 32, 3.5
O=C(Nc1nc(-c2ccc(S(=O)(=O)N3CCCCCC3)cc2)cs1)c1cccs1
→ -30, -4, -2, 1, 28, 12, -4, 2, -1, 0.3
CCn1cc(C(=O)NCc2cccs2)c(=O)c2ccc(C)nc21
→ -16, -3, -1, -5, -1, -3, 4, -1, -13, -0.1
O=C(Nc1ccccc1Br)C1CCCN1S(=O)(=O)c1cccc2nsnc12 (configuration not stated)
→ -5, -17, 7, -2, 5, -5, 11, -3, 1, 0.2
O=C(C(=O)N1CCCC1)c1c(-c2ccccc2)[nH]c2ccccc12
→ -12, 5, -7, -8, 10, -4, -10, 0, 4, 0.9
C#CCNC(=O)C1=C[C@@H](c2ccc3c(c2)OCO3)[C@H](CCCO)[C@@H](OCC)O1
→ 10, -22, -2, 3, 13, 2, 4, 2, -3, 0.9
C=C(c1ccccc1Cl)[n+]1ccccc1
→ -17, -2, 0, 5, -7, 2, -6, -1, -4, 0.4
COc1cc2c(cc1OC)C(C(C)C)=NC(C)(C)C2
→ -162, 1, 1, 1, -2, 5, 15, 2, -11, 0.0
O=C(CCc1nnc(CCC2CCCCC2)o1)NCCn1cccn1
→ -9, 2, -8, 4, 4, -3, -4, -10, -4, -0.3
Cc1cc(Nc2ncc(Cl)cc2Cl)n(-c2ccccc2)n1
→ 7, -3, 3, 1, 12, 16, -30, -3, 6, -0.3
CCOc1ccc(-c2nnc(-c3ccco3)o2)cc1
→ -73, 36, 3, 3, 3, 7, 50, 31*, 9, x

Only SKKanGAS inh (2 entries from above):
Molecule,SKKanGAS inh
C=CCn1c(SCC(O)Cn2c3ccccc3c3ccccc32)nnc1-c1ccco1 (configuration not stated),18
Cc1c(C(=O)N2CCC(Cc3ccccc3)CC2)cccc1[N+](=O)[O-],-22

By substructure: the compounds so far with two or more sulfur atoms (3)
Screens in order – KLF5 inh, HSF-1 act, IEC-6 cytotox, Platelet DG rel, AI-2 QS mod, SKKanGAS inh, aSyn UTR inh, HSP90 inh, HSF1 inhib, HIF act
COc1ccccc1N1CCN(S(=O)(=O)c2cccc3nsnc23)CC1
→ 8, -10, -1, -1, 6, -8, 17, 2, -6, 0.4
O=C(Nc1nc(-c2ccc(S(=O)(=O)N3CCCCCC3)cc2)cs1)c1cccs1
→ -30, -4, -2, 1, 28, 12, -4, 2, -1, 0.3
O=C(Nc1ccccc1Br)C1CCCN1S(=O)(=O)c1cccc2nsnc12 (configuration not stated)
→ -5, -17, 7, -2, 5, -5, 11, -3, 1, 0.2

Rows were taken by chance. Share with any hit: about 6%.
